Assay outcomes from PubChem.
PMI inhibitors: inhibitors of human PMI, primary screen, biochemical, fluorescence intensity, coupled assay (AID 1209) | Mannose-6-phosphate isomerase (Homo sapiens) | 0.42% of 190,000 active | inhibition, % at 20 µM, or IC50 in µM where a hit was titrated | purified PMI enzyme, coupled fluorescence intensity; higher % means a stronger effect;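 also: plate controls were DMSO vehicle for no effect and wells lacking substrate for full effect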
Salmonella PhoP GFP: inhibitors of PhoP regulon expression, primary screen, Salmonella Typhimurium, GFP reporter (AID 1863); S. Typhimurium PhoP-regulated promoter GFP reporter, 4 h; higher % means a stronger effect; inhibition, % at 50 µM, or IC50 in µM where a hit was titrated; 0.16% of 300,000 active;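 active = inhibition over 29.93%, a cutoff 3 SD above the screen mean, later confirmed by dose response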;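 also: 0% = low Mg2+ inducing control and 100% = high Mg2+ repressing control; strong numbers were not always called active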
RSV antiviral HEp-2: RSV antiviral activity via CPE protection, HEp-2 cells, primary 10 µM value included (AID 2391). 0.13% of 310,000 active. HEp-2 cells, RSV-induced CPE inhibition; higher % means a stronger effect. CPE inhibition, % at 10 µM, or IC50 in µM where a hit was titrated; in the data active = a potency from the dose series; also: strong numbers were not always called active
Ins promoter up: insulin promoter activators in MIN6 cells, imaging, high-content screening, mouse beta cells | MIN6 insulin promoter-GFP reporter; hits give high values | z-score at 5 µM | AID 1625, 2009 | 0.3% of 190,000 active;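 active = z-score above 3 at 5 µM with at least 500 cells counted in the well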
TNAP activators: human TNAP enzyme activators, primary screen, biochemical, luminescent, no phosphate acceptor, uHTS (AID 1001). Alkaline phosphatase, tissue-nonspecific isozyme (Homo sapiens). purified TNAP, luminescent activation assay, no phosphate acceptor; higher activation fold means a stronger effect. activation fold at 20 µM; hits with a dose series show EC50 in µM. 0.03% of 200,000 active; in the data active = activation fold from about 3, or a potency from the dose series; inactive = the rest, 99 in 100 with activation fold below about 1.6; also: many of its hits are not listed in these tables
CSM14.1 death rescue: rescue of cells from ER stress-induced death, primary screen, 384-well, CSM14.1, thapsigargin, ATP luminescence (AID 1222) | CSM14.1 thapsigargin-induced death rescue, ATP luminescence; higher % means a stronger effect | cellular ATP content (survival), % at 20 µM, or EC50 in µM where a hit was titrated | 190,000 tested, under 10 active;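 active = EC50 below 50 µM in the dose-response confirmation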;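 also: death triggered by thapsigargin at about 15 µM added after 2 h compound pretreatment; cell ATP read after overnight thapsigargin exposure of roughly 18 to 22 hours; normalized against plate controls of thapsigargin alone and 5% DMSO vehicle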
Large T inhibition: SV40 large T antigen inhibitors, biochemical (AID 1903). SV40 large T antigen ATPase/helicase inhibition assay; higher % means a stronger effect. one-dose inhibition, % at 20 µM; IC50 in µM for titrated hits. 0.39% of 310,000 active; in the data active = a potency from the dose series; also: strong numbers were not always called active
PMI inhibition: human PMI inhibitors, high substrate, primary screen, biochemical, fluorescence intensity, high mannose 6-phosphate (AID 1220); 0.66% of 190,000 active; recombinant PMI enzyme, coupled fluorescence intensity; higher % means a stronger effect; Mannose-6-phosphate isomerase (Homo sapiens); one-dose inhibition, % at 20 µM; IC50 in µM for titrated hits
West Nile antiviral: West Nile virus antiviral activity, cell-based, CPE readout (AID 1621). West Nile virus-infected cells, CPE inhibition; higher % means a stronger effect. CPE inhibition, % at 10 µM; hits with a dose series show IC50 in µM. 0.02% of 290,000 active; in the data active = a potency from the dose series; also: strong numbers were not always called active
Ins promoter up cell count: second read-out of Ins promoter up, no call of its own (marks repeat the call); cell count; measured here: cytotoxicity, nuclei count;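 total cells summed across four imaged fields per well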
The depositor's hits bear a star; x = not tested or not shown. Rule as the data show it, unless noted: active = inhibition above about 50%; inactive = the rest.

Order of results: PMI inhibitors, Salmonella PhoP GFP, RSV antiviral HEp-2, Ins promoter up, Ins promoter up cell count, TNAP activators, CSM14.1 death rescue, Large T inhibition, PMI inhibition, West Nile antiviral
1: Cc1ccc(NC(=O)c2ccc3c(c2)C(=O)N(c2cc(C)ccc2C)C3=O)nc1
    x, 2%, 2.1%, x, x, x, x, 9%, x, 0.1%
2: CC1(C)NC(=O)N(CC(=O)Nc2cc(S(=O)(=O)N3CCOCC3)ccc2N2CCOCC2)C1=O
    -21%, 6%, -0.6%, 0.28, 1271, 1.1, -0.1%, 3%, -8%, -0.2%
3: CSc1nnc(-c2nnc(SC)n2-c2ccccc2)n1-c1ccccc1
    6%, -2%, 1.5%, 0.39, 1917, 1.1, 0.4%, 9%, 4%, -0.2%
4: CC(=O)c1cccc(NC(=O)Nc2cnn(Cc3ccc(Cl)cc3Cl)c2)c1
    7%, 15%, 11%, -0.02, 963, 1.1, 0.1%, 10%, 4%, -1.2%
5: CN1CCN(C(=O)c2ccc(Oc3ccc([N+](=O)[O-])cc3)cc2)CC1
    -14%, -1%, -0.1%, 0.35, 1612, 0.9, -0.4%, 2%, -18%, -1.3%
6: Cc1ccc(O)c(NC(=O)CN(C)S(=O)(=O)c2ccc(Cl)cc2)c1
    x, 3%, 1.3%, -0.18, 996, x, x, 13%, x, -0.6%
7: Cc1ccccc1NC(=O)Cc1nnc(SCC(=O)NC2CCCCC2)n1C
    x, 1%, 0.0%, x, x, x, x, 13%, x, 0.1%
8: CCCCn1c(-c2sccc2C)n[nH]c1=S
    8%, 5%, 0.3%, -0.15, 1369, 0.7, -1.0%, -16%, 1%, 0.5%
9: O=c1[nH]c(N2CCOCC2)nc2ncn(Cc3ccccc3)c12
    -2%, 0%, 2.0%, -0.63, 1358, 1.1, -1.2%, -5%, -3%, -0.9%
10: COc1cccc(CNC(=O)C2CCN(S(=O)(=O)c3c(C)nn(C)c3C)CC2)c1
    -2%, -3%, 0.6%, -0.95, 818, 1.2, -0.1%, 4%, -2%, -0.6%
11: O=C(CC1C(=O)NCCN1Cc1ccccc1C(F)(F)F)NCCc1ccccn1 (stereo not given)
    -3%, 5%, 2.0%, 1.2, 1488, 1, -0.2%, 6%, 26%, 0.2%
12: O=C(C1CCC(=O)N(C2CCCCCC2)C1)N1CCN(c2ccccc2Cl)CC1 (stereo not given)
    x, -1%, 16%, x, x, x, x, 21%, x, 0.8%
13: O=C(CC1CCCC1)OCn1nnc2ccccc2c1=O
    -4%, 8%, 2.3%, -0.28, 1020, 0.9, 1.1%, 8%, -7%, -0.5%
14: O=C(O)c1cc(N/N=C/c2ccc(-c3ccc(F)cc3)o2)ccc1Cl
    x, 2%, 4.3%, x, x, x, x, 13%, x, 0.0%
15: CCO/C=C1\C(=O)N(c2ccccc2)C(=O)c2ccccc21
    -56%, 8%, 0.4%, 0.44, 1284, 1.2, -1.1%, 10%, -91%, -0.4%
16: COc1cc(NS(=O)(=O)c2ccc(Nc3nc(-c4ccccc4)cs3)cc2)nc(OC)n1
    10%, 3%, 26%, -0.47, 1341, 1.2, -1.0%, 23%, 4%, -0.8%
17: C=CCNC(=O)CCc1nnc(C2(c3ccc(Cl)cc3)CCC2)o1
    0%, -2%, 1.9%, 0.44, 1379, 1.1, -0.3%, 0%, -5%, -1.0%
18: Cn1cc(S(=O)(=O)NCc2ccc(F)cc2)c(=O)n(C)c1=O
    x, -1%, 1.1%, x, x, x, x, 4%, x, -0.1%
19: Cc1c(OC(C)C(=O)NCCN2CCOCC2)ccc2c3c(c(=O)oc12)CCC3 (stereo not given)
    x, 2%, -0.2%, x, x, x, x, 11%, x, -0.4%
20: C[C@@H](NC(=O)C(=O)c1c[nH]c2ccccc12)c1ccccc1
    x, 5%, 1.2%, x, x, x, x, -3%, x, -0.5%

Already shown: entries from further up.
Order of results: PMI inhibitors, Salmonella PhoP GFP, RSV antiviral HEp-2, Ins promoter up, Ins promoter up cell count, TNAP activators, CSM14.1 death rescue, Large T inhibition, PMI inhibition, West Nile antiviral
10: COc1cccc(CNC(=O)C2CCN(S(=O)(=O)c3c(C)nn(C)c3C)CC2)c1
    -2%, -3%, 0.6%, -0.95, 818, 1.2, -0.1%, 4%, -2%, -0.6%
11: O=C(CC1C(=O)NCCN1Cc1ccccc1C(F)(F)F)NCCc1ccccn1 (stereo not given)
    -3%, 5%, 2.0%, 1.2, 1488, 1, -0.2%, 6%, 26%, 0.2%
12: O=C(C1CCC(=O)N(C2CCCCCC2)C1)N1CCN(c2ccccc2Cl)CC1 (stereo not given)
    x, -1%, 16%, x, x, x, x, 21%, x, 0.8%
13: O=C(CC1CCCC1)OCn1nnc2ccccc2c1=O
    -4%, 8%, 2.3%, -0.28, 1020, 0.9, 1.1%, 8%, -7%, -0.5%

Going on with the list:
Order of results: PMI inhibitors, Salmonella PhoP GFP, RSV antiviral HEp-2, Ins promoter up, Ins promoter up cell count, TNAP activators, CSM14.1 death rescue, Large T inhibition, PMI inhibition, West Nile antiviral
21: CCOC(=O)c1ccc2c(c1)n(CC)c(/C=C/Nc1ccccc1)[n+]2CC
    13%, -3%, -0.9%, -0.77, 1117, 1.1, -0.1%, 3%, 2%, 0.2%
22: C=CCNc1nc(NCCN2CCOCC2)nc(OC)n1
    7%, 2%, 0.3%, 0.42, 1054, 1, 2.4%, 18%, 4%, 0.4%
23: CCCCn1c(N)c(N(CCOC)C(=O)CN2c3ccccc3CC2C)c(=O)[nH]c1=O (stereo not given)
    -31%, -1%, 0.4%, 0.39, 1312, 1.1, 1.6%, 19%, -18%, -0.3%
24: COc1ccc(S(=O)(=O)Nc2cc(C)c(O)cc2C(C)C)cc1
    2%, 1%, 14%, 0.08, 1827, 1.2, -1.8%, -2%, 7%, -0.7%
25: CCOc1ccc(/C=C/C(=O)Nc2ccc(C(N)=O)cc2)cc1OC
    3%, -8%, 2.0%, 0.43, 1333, 1, -0.9%, 6%, -3%, -0.3%
26: COc1cccc(-c2nnc(-c3ccco3)o2)c1
    -1%, -4%, 1.7%, 0.1, 1236, 1, -8.6%, 3%, -3%, -0.3%
27: Cc1cc(C)cc(NC(=O)N2CCc3ccccc3C2)c1
    x, -3%, 1.4%, x, x, x, x, 0%, x, -0.1%
28: COC(=O)C1=C(N)Oc2cc(C)n(CCc3ccccc3)c(=O)c2C1c1cccnc1 (stereo not given)
    2%, -5%, 5.5%, 0.27, 991, 1.1, 2.5%, 3%, -6%, -0.3%
29: COc1ccc2nc(C)cc(N3CCC(C(N)=O)CC3)c2c1
    -5%, -9%, 1.2%, -0.07, 1154, 1, -1.7%, 9%, -5%, 0.3%
30: CCn1cc(CN2CCCC(C(=O)Nc3cccc(-c4cc5ccccc5[nH]4)c3)C2)cn1 (stereo not given)
    x, 0%, -0.5%, x, x, x, x, 9%, x, 0.5%
31: NC(=O)c1ccc(NC(=O)CN2CCN(c3ccccc3)CC2)cc1
    x, -7%, 1.4%, x, x, x, x, 7%, x, -0.2%
32: CCCCN(C)Cc1c(O)ccc2c(-c3ccccc3)cc(=O)oc12
    4%, 10%, 0.9%, -0.76, 1278, 1.1, x, 8%, 6%, 0.1%
33: O=[N+]([O-])c1ccc2nonc2c1Nc1cccc(F)c1
    x, 5%, 4.3%, x, x, x, x, 8%, x, -1.4%
34: CCCCOC(=O)c1ccc(NC(=O)COC(=O)CSc2nc(C)cc(C)n2)cc1
    13%, -4%, 3.9%, 0.54, 1346, 1.1, 3.8%, 6%, 15%, 1.2%
35: C/C(CC(=O)Nc1cccc(Cl)c1Cl)=N\NC(=O)c1ccccc1Br
    10%, 8%, -0.1%, -0.03, 1527, 1, -0.4%, -6%, 51%*, -0.5%
36: CCOC(=O)C1=C(CS(=O)(=O)c2ccc(C)cc2)NC(=O)NC1c1cc(OC)c(OC)c(OC)c1 (stereo not given)
    x, -5%, 1.1%, x, x, x, x, 8%, x, 0.3%
37: O=C(COC(=O)c1cc(=O)[nH]c2ccccc12)NC1CCCC1
    -7%, 2%, 0.4%, 1, 1272, 1.1, -2.3%, 16%, 7%, 0.5%
38: O=C(C1CCN(S(=O)(=O)c2cccc3nsnc23)CC1)N1CCc2ccccc21
    14%, -2%, 4.7%, x, x, 1, 0.8%, 8%, 24%, -0.4%
39: CCc1ccc(CN(C)CC(=O)Nc2ccc3c(c2)CCC3)cc1
    3%, -3%, 9.7%, 0.65, 1198, 1.2, x, 30%, 7%, -1.5%
40: COCCNc1ccnc2c(Cl)cccc12
    -12%, 6%, 0.2%, -0.36, 1201, 1, -2.9%, 0%, 3%, -0.3%

Next part
Order of results: PMI inhibitors, Salmonella PhoP GFP, RSV antiviral HEp-2, Ins promoter up, Ins promoter up cell count, TNAP activators, CSM14.1 death rescue, Large T inhibition, PMI inhibition, West Nile antiviral
41: O=[N+]([O-])c1ccc(-c2nc(NCC3CCCO3)c3ccccc3n2)cc1 (stereo not given)
    x, -9%, 7.4%, -0.21, 1124, x, x, 14%, x, -0.4%
42: COc1cccc(CNC(=O)CN(C)S(=O)(=O)c2ccc(Br)s2)c1
    x, 2%, 3.5%, x, x, x, x, 7%, x, -0.6%
43: CCCc1cc(C(=O)N2CCCC(Nc3ccc(C)c(C)c3)C2)n(C)n1 (stereo not given)
    x, 1%, 0.8%, x, x, x, x, 22%, x, -0.9%
44: N#Cc1ccc(-c2ccc(F)cc2)nc1Sc1ccccc1
    0%, 4%, 4.1%, -0.19, 1411, 1.1, -0.7%, -1%, -2%, 0.2%
45: Cc1c(C(=O)CN2CCCC(C)(C)C2)c2ccccc2n1C
    x, 6%, 1.5%, x, x, x, x, 12%, x, -0.5%
46: NS(=O)(=O)c1ccc(CCNC(=O)c2ccccc2Cc2ccccc2)cc1
    x, -6%, 2.2%, x, x, x, x, 8%, x, 0.4%
47: C/C(=N\NC(=O)c1nnn(-c2nonc2N)c1CN1CCCCC1)c1ccccc1O
    x, 6%, 7.8%, x, x, x, x, -6%, x, -0.8%
48: Cc1ccc(-c2nn(C)c(=O)c3ccccc23)cc1S(=O)(=O)NCCN1CCOCC1
    -2%, -2%, -1.3%, -0.12, 1914, 1.1, 3.0%, 8%, -8%, 0.4%
49: COc1ccc(CNc2ccc3c(c2)CCC3)cc1OC
    -13%, 5%, 10.0%, -0.38, 959, 1.2, -0.3%, 1%, -35%, -0.4%
50: C=CCC1(N(C(C)=O)c2ccccc2)CCCCC1
    -5%, -2%, 0.9%, -0.1, 1396, 1, 4.5%, -7%, -4%, -0.6%
51: O=C(C1CCCN(S(=O)(=O)c2cccs2)C1)N1CCc2ccccc2C1 (stereo not given)
    18%, -3%, 18%, -0.05, 1413, 1, 2.4%, 21%, 16%, -0.2%
52: COc1ccc(N/C(C)=C/C(=O)c2ccccc2)cc1
    12%, 0%, 4.2%, 0, 1186, 1, -2.5%, 9%, 14%, 0.1%
53: O=C1N/C(=C\c2nc3ccccc3s2)c2ccccc21
    x, -3%, 21%, -0.41, 1453, x, x, 13%, x, -0.1%
54: COc1ccc(/C=C(\NC(=O)c2ccc(OC)cc2)C(=O)Nc2ccccc2C(=O)O)cc1
    x, -1%, 0.3%, x, x, x, x, 23%, x, -0.2%
55: Cc1ccc(N2C(=O)[C@@H]3[C@H](C2=O)C2c4ccccc4C=NN2[C@@H]3C(=O)c2ccc(Cl)cc2)cc1 (stereo not given in full)
    9%, 16%, 3.8%, -0.48, 1408, 1, 7.8%, 15%, 8%, -0.7%
